AddAB inh – less growth of phage-infected E. coli with AddAB | E. coli expressing H. pylori AddAB, absorbance growth | inhibition, % at 11.9 µM | hit rate 0.29% among 330,000 | AID 435030; in the data active = inhibition above about 12%;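 also: 0% = vehicle wells of infected cells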
Ecoli viability – counter-screen for AddAB inhibitors: E. coli growth inhibition; E. coli V3065 growth, OD600 absorbance, 18 h; inhibition, % at 11.9 µM; hit rate 0.27% among 330,000;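 active = inhibition above the campaign's mean inhibition across all tested compounds plus 3 SD, cut at about 9.9% in these data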;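 also: uninfected addAB+ strain grown without phage in ampicillin broth; 0% = DMSO wells and 100% = ciprofloxacin 0.95 µg/ml wells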
PfHsp90 yeast 2 – growth inhibition of yeast expressing Plasmodium Hsp90; S. cerevisiae expressing PfHsp90, BacTiter-Glo ATP, 48 h; yeast lacking PDR1 and PDR3 efflux regulators; inhibition, % at 9.4 µM; hit rate 0.32% among 310,000;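 active = every replicate shows inhibition above about 80%, whatever the replicate mean, limit read from the data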;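 also: 0% = DMSO neutral controls and 100% = 20 µM radicicol positive controls; yeast relying on Plasmodium falciparum Hsp90 in place of its own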
MOR-DOR ag – agonists of human mu-delta opioid receptor heterodimerization; cells, OPRM1-OPRD1 heterodimerization, luminescence; activation, % at 9.3 µM; P35372+P41143; hit rate 0.3% among 340,000; AID 504326; in the data active = activation above about 18%;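 also: 0% = vehicle-treated cells and 100% = reference agonist; values of inactives mirror those of a sister screen read the other way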
Target sequence (P35372 whole entry, looked up): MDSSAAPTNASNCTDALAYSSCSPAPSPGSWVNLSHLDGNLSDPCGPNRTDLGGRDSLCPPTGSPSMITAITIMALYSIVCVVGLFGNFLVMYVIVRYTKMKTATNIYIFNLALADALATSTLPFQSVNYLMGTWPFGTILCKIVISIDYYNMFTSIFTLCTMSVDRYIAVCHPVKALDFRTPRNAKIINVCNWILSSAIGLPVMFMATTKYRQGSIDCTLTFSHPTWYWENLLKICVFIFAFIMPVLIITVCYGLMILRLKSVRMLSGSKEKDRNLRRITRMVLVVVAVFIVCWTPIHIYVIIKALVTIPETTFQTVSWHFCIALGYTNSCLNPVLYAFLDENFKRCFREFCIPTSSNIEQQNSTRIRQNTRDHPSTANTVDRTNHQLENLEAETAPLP
Target sequence (P41143 whole entry, looked up): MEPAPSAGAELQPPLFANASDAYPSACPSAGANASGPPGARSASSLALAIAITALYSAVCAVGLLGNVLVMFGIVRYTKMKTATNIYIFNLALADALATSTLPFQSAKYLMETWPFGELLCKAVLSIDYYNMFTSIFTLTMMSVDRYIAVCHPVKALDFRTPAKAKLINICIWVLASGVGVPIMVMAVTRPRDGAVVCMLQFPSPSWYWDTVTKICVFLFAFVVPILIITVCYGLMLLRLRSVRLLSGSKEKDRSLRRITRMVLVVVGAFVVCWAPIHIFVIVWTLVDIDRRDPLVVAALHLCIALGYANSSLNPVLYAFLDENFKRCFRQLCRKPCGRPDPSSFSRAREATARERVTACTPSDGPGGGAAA
phage Ecoli inh – E. coli growth loss with phage present; growth absorbance; inhibition, % at 11.9 µM; hit rate 0.26% among 360,000; AID 651602; in the data active = inhibition above about 11%
Pemphigus Ab inh – inhibitors of pemphigus antibody binding to human desmoglein-3; DSG3-coupled beads, scFv-anti-DSG3-GFP binding, flow cytometry; stronger effect = lower value; binding (percent of control), % at 10 µM; hit rate 0.48% among 310,000; P32926; AID 588358;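 active = binding more than 3 SD below its plate's average and above zero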; also: some compounds called inactive have numbers as strong as hits
Arr AP2 block – blocks beta-arrestin peptide binding to AP2 adaptin; inhibition, % at 10 µM; FITC-arrestin peptide / GST-AP2 beads, flow cytometry; AP2 beta2 appendage carries R879A mutation; hit rate 0.31% among 340,000;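 active = inhibition above a set limit, near 3 SD of compounds lacking own fluorescence, cut at about 54% in these data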;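 also: plate controls were DMSO wells for no effect and 5 µM unlabelled arrestin peptide for full effect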
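Test system: GST-tagged AP2 beta2-adaptin appendage (R879A) on 4 µm glutathione beads; also added: fluorescein-tagged arrestin peptide at 50 nM final; timing: 12 min plus 1 h, RT; signal: flow cytometry, FL1 (488/535 nm); read-out: percent drop in bead-associated FITC signal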
OPRM1-OPRD1 inv – mu-delta opioid heterodimer inverse agonism; P35372+P41143; cell-based MOR-DOR heterodimer luminescence; inhibition, % at 9.3 µM; hit rate 0.21% among 340,000; in the data active = inhibition above about 22%, passing the limit was not always enough;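 also: 0% = cells with DMSO and 100% = wells without cells with DMSO; values of inactives mirror those of a sister screen read the other way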
Tat export inh – inhibitors of E. coli Tat protein transport | E. coli MC4100 TorA-mCherry Tat export, fluorescence | inhibition, % at 10 µM | hit rate 0.036% among 340,000 | AID 488895;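 active = mean replicate inhibition at least 50% and at least half of replicates individually reaching 50%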;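 also: exported cargo escapes ClpAP degradation while cytoplasmic cargo is degraded and loses fluorescence; 0% = median of neutral control wells and 100% = median of NaSCN control wells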
Mot1-301 SUMO – inhibitors of SUMOylation pathway: yeast Mot1-301 growth rescue. S. cerevisiae Mot1-301 growth rescue, ATP luminescence, 38.5C; percent above DMSO median, 100 means doubled. growth rescue, % at 18.8 µM. hit rate 1% among 320,000. AID 2716;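 active = every valid replicate shows activation above 250% relative to neutral control wells; inactive = the rest, any valid replicate at or below 250%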;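 also: OY570 slx delta 5 strain wells were the positive control but not used for scaling; some compounds called inactive have numbers as strong as hits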
PKA-R1A act – activates the PKA-R1A holoenzyme complex. AID 504707. activation, % at 11.4 µM. P00514+P68181. PKA-R1A dissociation, Cy5-IP20 fluorescence polarization; scaled: DMSO 0%, 113 µM cGMP 100%. hit rate 0.083% among 340,000;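 active = percent activation above the mean of all tested compounds plus 3 SD, cut at about 19% in these data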;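 also: higher means more PKAc released from R1A so a rise in polarization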
Active calls of the source: *; · = not tested or not shown; & = joins results of further samples.

Values in the order – AddAB inh	Ecoli viability	PfHsp90 yeast 2	MOR-DOR ag	phage Ecoli inh	Pemphigus Ab inh	Arr AP2 block	OPRM1-OPRD1 inv	Tat export inh	Mot1-301 SUMO	PKA-R1A act
Cc1ccccc1Cn1nc(C)c(NC(=O)c2nc3n(n2)C(C(F)F)CC(C)N3)c1C (stereo unspecified)
→ -0.8	1.6	11	-2.5	0.8	106	-2	14	-3	-1	-2
CC(C)c1c(Cl)c(O)c(-c2ccccc2)c(=O)n1-c1ccc(F)cc1
→ 0.6	0.2	-10	-2.3	4.7	99	-6	14	0	3	-1
CC(CNS(=O)(=O)c1cc(Cl)ccc1Cl)CN(C)C (stereo unspecified)
→ -0.1	-1.2	13	-1.1	2.2	101	18	6	0	6	-6
COC(=O)C1=C(C)N(Cc2ccccc2)C(=NCC2CC2)N[C@H]1c1ccccc1
→ 1.9	1.7	8	0.0	1.5	141	-27	0	0	-13	-11
CN(C)CCCN(C(=O)c1sc2ccccc2c1Cl)c1nc2ccc(F)cc2s1
→ 0.4	1.0	8	0.5	4.2	103	11	-3	-1	8	-3
CN=C(Nc1ccc2c(c1)OCO2)SC1CC(=O)N(c2ccccc2)C1=O (stereo unspecified)
→ 2.4	-4.6	·	-1.8	1.2	·	-3	9	7	-17	-12
S=c1[nH]nc(COc2ccc(Cl)cc2Cl)n1-c1ccccc1
→ 0.8	2.4	-19	-2.5	4.3	113	12	13	-12	18	-12
COc1ccccc1N(CC(=O)NCC(C)C)S(=O)(=O)c1cccs1
→ 1.1	1.8	1	-3.4	3.1	98	18	18	-10	254	14
CC(=O)NC1(c2ccccc2)CCN(c2cc(C)nc(-c3ccccc3)n2)CC1
→ 2.9	-1.3	·	-0.4	4.8	85	24	3	-3	43	-6
O=C(N/N=C/c1ccc(Br)o1)c1ccc2c(c1)OCCO2
→ 6.6	0.2	21	0.8	4.5	·	0	-4	8	-3	-14
CCNC(=S)NNC(=O)c1csc(CC)c1
→ 0.0	-0.8	·	-0.6	0.5	103	-3	3	0	-2	4
CCOC(=O)C(NCc1ccc(OC)cc1)(NC(C)=O)C(F)(F)F (stereo unspecified)
→ 1.9	3.5	0	-2.6	-0.4	109	0	13	0	-4	-1
COc1ccc(S(=O)(=O)N2CCCC(C(=O)Nc3cccnc3)C2)cc1Cl (stereo unspecified)
→ 4.4	0.2	-4	1.3	0.9	97	1	-7	0	81	-5
O=C(NCCCN1CCN(Cc2ccccc2)CC1)C1CCN(S(=O)(=O)N2CCC3(CC2)OCCO3)CC1
→ 0.8	-0.5	17	-1.8	2.4	97	6	9	4	-7	10
COc1ccc(C(=O)/C=C/N(C)C)cc1OC
→ 2.3	-3.2	·	-2.6	1.6	98	1	12	-7	-18	-12
FC(F)(F)C1=Nc2cccc3cccc(c23)N1
→ ·	·	14	0.7	0.2	92	12	-5	-1	·	17
Cn1c(=O)c2c(nc3n2CCS3)n(C)c1=O
→ 1.3	2.3	-26	1.2	2.6	94	22	-7	0	-1	6
CC1CCCN(C(=O)c2cc(S(=O)(=O)N3CCCCC3)c[nH]2)C1 (stereo unspecified)
→ 0.6	-1.6	0	-2.5	1.9	103	19	13	3	61	-9
OCC1(Cc2ccc(F)cc2F)CCCN(Cc2ccc(Cl)cc2)C1 (stereo unspecified)
→ 2.0	2.9	-2	8.9	4.0	114	-7	-43	-5	64	3
CCOC(=O)C1=C(C)NC(=O)NC1c1ccc(OC)c(Cl)c1 (stereo unspecified)
→ 1.6	-2.2	4	-2.6	·	97	-3	14	1	2	11
COc1cccc(-n2c(=O)[nH]cc(C(=O)Nc3ccc(NC(C)=O)cc3)c2=O)c1
→ 2.1	1.0	1	0.1	4.7	97	-8	0	0	50	-21
O=C(Nc1cccc(Cl)c1Cl)Nn1cnnc1
→ 4.1	3.0	-17	-1.7	-2.9	101	24	12	3	101	-7
O=C(NN1C(=O)C2C3C=CC(O3)C2C1=O)c1cccc(O)c1 (stereo unspecified)
→ 0.2	-1.9	6	-1.0	4.0	109	-4	5	-3	-2	-1
CN1CCN(c2ccc(NC(=O)c3ccc(Br)o3)cc2)CC1
→ 3.9	1.4	7	0.8	2.3	106	2	-4	1	-10	-1
CCOC(=O)CC(=O)CSc1nc2cc(C)ccc2cc1C
→ 1.5	1.2	2	3.8	2.5	113	1	-24	0	-8	-10
CC(CN(C)Cc1ccccc1)OC(=O)c1ccc(F)cc1 (stereo unspecified)
→ 4.5	-0.3	11	4.2	3.3	98	-4	-23	1	13	6
C=CCN(c1ccccc1)S(=O)(=O)c1cccc(C(=O)N(CC)CC(=O)Nc2c(F)cccc2F)c1
→ -0.7	-0.4	11	-1.0	0.5	·	1	5	6	1	7
COc1ccc2ccccc2c1/C=N/NC(=O)c1sc(N)c(C#N)c1C
→ 3.5	0.0	-18	24*	2.1	91	-2	-129	16	19	-8
N=c1c2c(ncn1CCCO)Oc1ccc3ccccc3c1C2c1ccccc1 (stereo unspecified)
→ 1.6	-0.3	·	·	1.5	101	2	·	·	-9	·
CC1CC(C)CN(CCCNC(=O)c2cn(C)c3ccc(S(=O)(=O)N4CCCC4)cc3c2=O)C1 (stereo unspecified)
→ -1.4	-0.8	-7	-2.0	-0.1	85	9	10	-1	9	-11

The list continues:
Values in the order – AddAB inh	Ecoli viability	PfHsp90 yeast 2	MOR-DOR ag	phage Ecoli inh	Pemphigus Ab inh	Arr AP2 block	OPRM1-OPRD1 inv	Tat export inh	Mot1-301 SUMO	PKA-R1A act
Cc1ccc2[nH]c(=O)c(Cc3ccccc3)c(O)c2c1
→ 2.1	1.7	-35	-3.2	4.1	77	7	16	-3	592	4
COC(=O)c1cc(NC(=O)Cc2ccc(OC)cc2)cc(C(=O)OC)c1
→ 0.5	-0.7	-17	-2.6	1.9	106	2	14	4	-13	-10
Cc1ccc(Nc2nc(NCCCN3CCOCC3)nc(N)c2[N+](=O)[O-])cc1
→ -0.2	0.7	0	3.5	3.5	93	3	-18	-1	-4	-11
O=S(=O)(NC1CCC(NS(=O)(=O)c2c(F)cccc2F)CC1)c1ccc2c(c1)OCCO2 (stereo unspecified)
→ 0.3	0.2	-2	0.2	2.5	108	6	-1	-7	30	0
CC[n+]1ccc(C)c2cc(S(=O)C(F)(F)F)ccc21 (stereo unspecified)
→ 1.6	-0.8	3	-0.5	·	·	2	2	0	346	-7
O=C(CSc1nnc(NC(=O)c2c(F)cccc2F)s1)NCC1CCCO1 (stereo unspecified)
→ 5.5	-0.1	·	-1.2	-2.8	98	-10	8	-14	13	-10
O=C(CN(Cc1cccs1)C(=O)CNS(=O)(=O)c1ccccc1)NC1CCCC1
→ 2.1	0.1	0	-0.9	2.0	88	-12	5	-4	934	-15
CCOc1ccc(CNC(=O)CCCc2cn(C)c3ccccc23)cc1OC
→ -2.0	-1.4	-104	-0.9	2.8	107	1	5	3	-8	-6
COc1ccc(S(=O)(=O)Nc2ccc3c(c2)n(C)c(=O)n3C)cc1C
→ 4.6	2.0	23	3.1	1.2	117	12	-26	-3	-12	8
CCC(C)NC(=O)c1ccc(CS(=O)(=O)Cc2ccc(Cl)cc2)o1 (stereo unspecified)
→ 0.6	-1.9	-27	2.6	2.9	105	-3	-14	-1	8	2
Nc1nc(N2CCOCC2)nc(N(c2ccccc2)c2ccccc2)n1
→ 2.0	0.5	-1	-2.3	1.3	102	9	14	13	8	-4
CCOc1ccc(C(=O)COC(=O)Cn2cnc3c2c(=O)n(C)c(=O)n3C)cc1
→ 3.5	1.4	-19	-2.6	2.6	114	31	11	0	131	-11
O=C(CCl)N(C1CCCC1)C1CCS(=O)(=O)C1 (stereo unspecified)
→ 2.2	-0.6	-8	-2.6	1.2	114	1	14	1	-4	-9
CCN(CC)c1ccc(/C=C2\SC(N)=NC2=O)cc1
→ ·	·	-30	-1.3	0.8	116	-1	7	-6	-3	0
O=C(OCc1ccccc1)N1CCOCCOCCN(C(=O)OCc2ccccc2)CCOCCOCC1
→ 2.0	2.1	-8	-1.0	1.3	111	10	6	6	-2	-7
COc1ccc(/C=C2\N=C(c3ccccc3)NNC2=O)cc1
→ 1.2	2.5	-12	-6.4	-1.2	95	14	33	2	10	-1
CC1(C)CC(=O)C(C(=O)CCCCC(=O)C2C(=O)CC(C)(C)CC2=O)C(=O)C1
→ 1.2	0.1	-4	-0.7	0.9	·	7	4	-4&6	-5	0
CC1CCN(S(=O)(=O)c2ccc(NC(=O)CNC3CCCCC3)cc2)CC1
→ 4.7	-1.3	10	5.1	-0.8	100	23	-36	3	-9	10
O=C(COc1ccc(Br)cc1)NNC(=O)c1cc(S(=O)(=O)N2CCOCC2)ccc1Cl
→ ·	·	18	-3.3	-1.2	112	5	13	-9	·	-7
CCCCNC1=NCCS1
→ 5.6	0.8	·	-1.2	-2.1	115	7	6	-1	-8	0
CN(C)c1ccc(C(=S)N2CCN(c3ccccc3)CC2)cc1
→ 0.3	1.8	0	-1.1	0.3	97	12	7	18	720	-9
CCOC(=O)C1(CCOc2ccccc2)CCN(Cc2cccc(OCCO)c2)CC1
→ 1.9	1.2	24	1.4	1.6	114	7	-7	-3	453	-3
O=C(CSc1ncn(-c2ccccc2)n1)c1cccs1
→ 2.0	-2.4	-31	-2.7	2.5	·	7	16	5	-8	1
COc1cccc(NC(=O)CC2C(=O)NC3CCCCC3N2C(=O)c2ccccc2)c1 (stereo unspecified)
→ -2.5	-0.6	19	-1.5	1.3	117	-11	9	0	133	9
COC(=O)C(C)NC(=O)C1CCCN1C(=O)CNC(=O)OCc1ccccc1 (stereo unspecified)
→ 0.8	-1.9	-17	0.2	1.2	100	9	-1	-4	-6	6
CC(C)C[C@H](NC(=O)N1CCn2c1nc1ccccc12)C(=O)NC1CC1
→ -0.5	0.0	-23	·	2.9	99	61*	·	5	6	-8
COc1ccc(N2C(=O)NC(NC(=O)c3cccnc3)(C(F)(F)F)C2=O)cc1 (stereo unspecified)
→ 0.3	2.0	14	-2.6	-0.1	111	-12	13	-6	4	-10
CC(C)OC(=O)C(CC(=O)O)NCc1ccccc1 (stereo unspecified)
→ 2.0	1.2	8	-3.1	1.8	98	-8	15	-4	-1	-5
CCN(CC)C(=O)c1cc2c(=O)n3cccc(C)c3nc2n1C
→ 1.6	-0.8	-1	-1.7	2.9	100	1	10	2	-9	0
COc1cc(C)c(S(=O)(=O)N2CCN(C)CC2)cc1C
→ 1.2	-2.8	17	-1.2	1.2	94	42	7	-3	2	-7
CCOC(=O)c1c(C)[nH]c(N=Nc2ccc(OC)cc2)c1C
→ -1.4	-1.3	1	2.1	-0.3	100	5	-11	17	-61	-5
O=C(O)Cc1c(-c2ccccc2)c2cc(Cl)ccc2[nH]c1=O
→ -1.3	-0.6	-1	-1.9	-1.6	96	32	10	0	-11	-7
CC(C)=CCC/C(C)=C/C=N/NC(=O)c1ccc([N+](=O)[O-])cc1
→ 3.4	1.4	-26	3.4	1.3	87	-1	-18	4	-18	-13

Rows were taken by chance. About 2.8% of those tested had a hit in this group.
